MT1-MMP act inh: MT1-MMP (human) activation inhibition | actives 0.061% (n = 360,000) | GFP/RFP ratio change, % at 20 µM | HT1080 RFP-PRO-GFP cells, GFP/RFP ratio fluorescence, overnight; percent of plate control window, DMSO zero | P50281;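 active = GFP/RFP ratio change of at least 30% with cell ATP level not reduced by more than half and red fluorescence within 50% of control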; note: strong numbers were not always called active
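Assay system: HT1080 RFP-PRO-GFP cells. Benchmarks: DMSO vehicle wells and RFP-L50D-GFP reporter cell wells. Times: overnight cell settling, then overnight compound exposure, 37 °C, 5% CO2. Compound: 20 µM single dose, 1% DMSO. Read-out basis: GFP/RFP fluorescence ratio.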
Neddylation inh: cullin neddylation inhibition | TR-FRET cullin neddylation, biochemical | calls only at 25 µM | actives 0.58% (n = 360,000) | AID 651699; in the data active = inhibition above about 36%
Target sequence (P61081 whole entry, looked up): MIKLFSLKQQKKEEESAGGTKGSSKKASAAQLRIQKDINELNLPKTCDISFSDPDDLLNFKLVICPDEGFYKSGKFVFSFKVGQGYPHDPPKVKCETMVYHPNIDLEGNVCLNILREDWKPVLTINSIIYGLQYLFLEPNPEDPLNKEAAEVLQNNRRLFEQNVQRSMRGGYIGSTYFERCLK
Target sequence (Q13564 whole entry, looked up): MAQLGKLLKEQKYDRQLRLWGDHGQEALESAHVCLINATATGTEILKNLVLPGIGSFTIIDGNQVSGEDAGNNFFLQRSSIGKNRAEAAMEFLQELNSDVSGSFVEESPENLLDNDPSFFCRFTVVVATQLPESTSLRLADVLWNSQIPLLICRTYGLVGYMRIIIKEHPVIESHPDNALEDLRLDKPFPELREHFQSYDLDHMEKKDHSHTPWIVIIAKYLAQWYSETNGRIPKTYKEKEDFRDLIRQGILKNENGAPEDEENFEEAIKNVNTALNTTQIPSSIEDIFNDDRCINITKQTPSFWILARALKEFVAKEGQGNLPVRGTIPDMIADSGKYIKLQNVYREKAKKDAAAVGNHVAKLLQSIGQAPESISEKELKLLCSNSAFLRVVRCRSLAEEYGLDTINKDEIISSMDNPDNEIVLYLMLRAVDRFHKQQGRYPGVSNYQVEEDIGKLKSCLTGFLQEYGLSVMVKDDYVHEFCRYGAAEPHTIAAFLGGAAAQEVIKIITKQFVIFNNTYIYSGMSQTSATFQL
SKN-1 inh: inhibitors of C. elegans SKN-1; C. elegans VP596 Pgst-4::GFP/RFP ratio, acrylamide-induced, 24 h; AID 624304; actives 0.49% (n = 360,000); inhibition, % at 21.8 µM;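 active = interference check ratio from 0.5 to 1.5 plus GFP to RFP signal ratio inhibition reaching or exceeding a fixed threshold, cut at about 30% in these data, passing the limit was not always enough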; note: some compounds called inactive have numbers as strong as hits
Rin1-Abl PPI inh: inhibitors of human Rin1-Abl protein interaction | P00519+Q13671 | actives 0.4% (n = 360,000) | inhibition, % at 7.35 µM | TR-FRET Rin1/Abl binding, biochemical; in the data active = inhibition above about 5%, passing the limit was not always enough
CendR NRP1 mod: NRP-1/CendR interaction modulation | O14786 | FAM-RPARPAR peptide binding to NRP-1, fluorescence polarization | inhibition, % at 25 µM | actives 0.85% (n = 360,000) | AID 602438;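 active = inhibition or corrected inhibition above about 18%, plus a signal ratio from 0.5 to 1.5, limit read from the data, passing the limit was not always enough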; note: strong numbers were not always called active
FAS-TE inh: inhibitors of human fatty acid synthase thioesterase domain; inhibition, % at 15 µM; AID 602261; recombinant FAS-TE, OMFH fluorogenic substrate, fluorescence endpoint; P49327; actives 0.67% (n = 360,000);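 active = compounds whose normalised, plate-corrected inhibition of enzyme fluorescence in the single-dose primary screen is 50% or more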;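 note: 0% = DMSO with enzyme and 100% = substrate without enzyme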
MsrA inh: inhibitors of bovine MsrA | inhibition, % at 15.5 µM | purified bovine MsrA, absorbance read-out | AID 651718 | actives 0.75% (n = 360,000); in the data active = inhibition above about 4.5%;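 note: 0% = vehicle wells with enzyme and 100% = reference inhibitor wells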
bovine MsrA act: bovine methionine sulfoxide reductase A activation; purified bovine MsrA, absorbance read-out; activation, % at 10.6 µM; actives 0.3% (n = 360,000); AID 602163; in the data active = activation above about 7.5%;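 note: 0% = vehicle and 100% = reference activator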
E coli Lon inh: inhibitors of E. coli Lon protease. P0A9M0. purified E. coli Lon protease, fluorescence polarization. inhibition, % at 7.94 µM. actives 0.42% (n = 360,000). AID 602123; in the data active = inhibition above about 13%, passing the limit was not always enough;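 note: 0% = enzyme with probe and DMSO and 100% = no enzyme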
Numbers without * were called inactive; i = inactive; · = not tested or not shown; + = active, no number.

mol	MT1-MMP act inh	Neddylation inh	SKN-1 inh	Rin1-Abl PPI inh	CendR NRP1 mod	FAS-TE inh	MsrA inh	bovine MsrA act	E coli Lon inh
CCn1nnnc1SCC(=O)N1c2ccccc2CCc2ccccc21	3	i	-1	-2	16	-2	0.1	-2	8
O=C(N/N=C/c1cn(-c2ccccc2)nc1-c1ccc2c(c1)OCCO2)c1ccncc1	3	i	1	4	-6	-1	5.0*	0	-2
CCc1c(C)c(C#N)c2nc3ccccc3n2c1NCc1ccco1	-7	·	-8	-5	-14	-1	-0.8	-3	0
Cc1ccc(S(=O)(=O)NC(CC(C)C)C(=O)NCc2ccco2)cc1 (centres undefined)	1	i	16	-2	1	-6	-0.4	-2	-4
CCN(CC)C(=O)COc1c(-c2ccco2)oc2ccccc2c1=O	-4	i	8	1	2	-3	3.2	-7	0
CCCCc1cc(=O)oc2cc(C)cc(OCC(=O)NCc3cccnc3)c12	-3	·	-4	-1	1	16	2.1	-2	7
O=C(COc1ccccc1Cc1ccccc1)NCCCN1CCOCC1	2	i	-17	-1	-8	-4	-0.2	-1	0
O=C(CSc1nnc(NC(=O)C2CCC2)s1)Nc1ccccc1F	3	i	13	1	-4	-8	1.0	-4	-2
C[n+]1c(-c2ccccc2)sc([S-])c1-c1ccccc1	-1	i	-4	-1	-6	2	1.1	-2	-1
Cc1cnc(C(=O)OCC(=O)NC(C)C)cn1	0	i	-1	-3	0	-5	-0.3	1	1
Cc1cc(C)c(C#N)c(SCC(=O)c2cc(C)n(CCc3ccccc3)c2C)n1	-6	i	0	-3	-4	39	0.5	-6	-12
Cc1cc(C)cc(N(CC(=O)NC2CCCC2)C(=O)CCC(=O)Nc2cc(C)on2)c1	-3	i	8	2	1	-2	-0.5	-5	-6
CCc1cccc(C)c1NC(=O)c1ccc2nc(N3CCOCC3)sc2c1	0	i	22	-3	-10	-6	0.7	-1	-5
Cc1ccc(Nc2nnc(SCC(=O)Nc3cc(C(=O)O)ccc3C)s2)c(C)c1	4	i	-4	-1	-2	-7	0.3	-6	-5
COC(=O)c1ccc2c(c1)sc(=NC(=O)CCS(=O)(=O)c1ccccc1)n2C	0	i	12	-2	-26	7	0.5	-5	-21
O=c1c2ccccc2nc(-c2cccs2)n1-c1ccc2ccccc2c1	-2	i	15	-4	-3	14	2.7	-5	0
Cc1cc(C)nc(SCCCn2c(=O)[nH]c3ccccc32)n1	6	i	18	4	-12	-11	0.7	-10	-4
Cc1cccc(C2c3[nH]c4ccccc4c3CCN2C(=O)c2cc(CC(C)C)[nH]c(=O)n2)n1 (centres undefined)	-3	i	2	2	9	-3	0.6	-5	-5
Fc1ccccc1COc1ccc(Br)cc1CNCc1ccncc1	-32	i	-12	2	11	-6	-0.2	-4	-4
CCOC(=O)C(Sc1nnc2c3ccccc3n(CC)c2n1)C(=O)OCC	-1	i	-4	-3	0	2	1.3	-9	-1
Cc1c(Cl)ccc2sc(NC(=O)c3ccco3)nc12	1	+	1	-3	7	16	0.1	-8	-6
CCOc1ccc(/C=C2\C(=O)c3ccccc3OC2c2ccccc2)cc1 (centres undefined)	-4	i	5	2	0	22	-1.1	-12	-10
COc1ccc(Cl)cc1NC(=O)NCCN1CCNC1=O	3	i	-1	2	1	-6	-0.2	-2	1
O=c1[nH]cc(NCCNc2ncc(C(F)(F)F)cc2Cl)c(=O)[nH]1	·	i	4	1	-9	-13	-1.1	-13	-5
CC(=O)C1C(c2ccc(Br)cc2)c2c(noc2C)CC1(C)O (centres undefined)	2	i	9	2	3	-2	1.5	-2	3

Profiles, looked up by structure. Order of values: MT1-MMP act inh	Neddylation inh	SKN-1 inh	Rin1-Abl PPI inh	CendR NRP1 mod	FAS-TE inh	MsrA inh	bovine MsrA act	E coli Lon inh
CCOc1ccc(/C=C2\C(=O)c3ccccc3OC2c2ccccc2)cc1 (centres undefined) as listed: -4	i	5	2	0	22	-1.1	-12	-10
CCCCc1cc(=O)oc2cc(C)cc(OCC(=O)NCc3cccnc3)c12 as listed: -3	·	-4	-1	1	16	2.1	-2	7

A different layout for some results above:
Results follow in this order: MT1-MMP act inh | Neddylation inh | SKN-1 inh | Rin1-Abl PPI inh | CendR NRP1 mod | FAS-TE inh | MsrA inh | bovine MsrA act | E coli Lon inh
C[n+]1c(-c2ccccc2)sc([S-])c1-c1ccccc1
 : -1 | i | -4 | -1 | -6 | 2 | 1.1 | -2 | -1
Cc1cnc(C(=O)OCC(=O)NC(C)C)cn1
 : 0 | i | -1 | -3 | 0 | -5 | -0.3 | 1 | 1
Cc1cc(C)c(C#N)c(SCC(=O)c2cc(C)n(CCc3ccccc3)c2C)n1
 : -6 | i | 0 | -3 | -4 | 39 | 0.5 | -6 | -12
Cc1cc(C)cc(N(CC(=O)NC2CCCC2)C(=O)CCC(=O)Nc2cc(C)on2)c1
 : -3 | i | 8 | 2 | 1 | -2 | -0.5 | -5 | -6
CCc1cccc(C)c1NC(=O)c1ccc2nc(N3CCOCC3)sc2c1
 : 0 | i | 22 | -3 | -10 | -6 | 0.7 | -1 | -5
Cc1ccc(Nc2nnc(SCC(=O)Nc3cc(C(=O)O)ccc3C)s2)c(C)c1
 : 4 | i | -4 | -1 | -2 | -7 | 0.3 | -6 | -5
COC(=O)c1ccc2c(c1)sc(=NC(=O)CCS(=O)(=O)c1ccccc1)n2C
 : 0 | i | 12 | -2 | -26 | 7 | 0.5 | -5 | -21
O=c1c2ccccc2nc(-c2cccs2)n1-c1ccc2ccccc2c1
 : -2 | i | 15 | -4 | -3 | 14 | 2.7 | -5 | 0
Cc1cc(C)nc(SCCCn2c(=O)[nH]c3ccccc32)n1
 : 6 | i | 18 | 4 | -12 | -11 | 0.7 | -10 | -4
Cc1cccc(C2c3[nH]c4ccccc4c3CCN2C(=O)c2cc(CC(C)C)[nH]c(=O)n2)n1 (centres undefined)
 : -3 | i | 2 | 2 | 9 | -3 | 0.6 | -5 | -5
Fc1ccccc1COc1ccc(Br)cc1CNCc1ccncc1
 : -32 | i | -12 | 2 | 11 | -6 | -0.2 | -4 | -4
CCOC(=O)C(Sc1nnc2c3ccccc3n(CC)c2n1)C(=O)OCC
 : -1 | i | -4 | -3 | 0 | 2 | 1.3 | -9 | -1
Cc1c(Cl)ccc2sc(NC(=O)c3ccco3)nc12
 : 1 | + | 1 | -3 | 7 | 16 | 0.1 | -8 | -6

The results go on:
mol	MT1-MMP act inh	Neddylation inh	SKN-1 inh	Rin1-Abl PPI inh	CendR NRP1 mod	FAS-TE inh	MsrA inh	bovine MsrA act	E coli Lon inh
COc1ccccc1NC(=O)c1nnn(Cc2ccccc2)c1NC(=O)C(F)(F)F	4	i	-9	-1	8	0	0.0	-1	10
Cc1cc(C)c(S(=O)(=O)NCc2cccnc2)c(C)c1	1	i	9	2	-8	-2	-1.0	-4	-6
CC(c1ccccc1)N1CC(C(=O)NC2CCCC2)CC1=O (centres undefined)	-3	i	4	0	-12	-7	-0.6	-3	-3
O=C(Cc1cccs1)NNC(=O)c1ccc(F)cc1	-2	i	6	-1	20	-8	-0.1	-4	-13
CCN(C(=O)COC(=O)CNS(=O)(=O)c1ccc(SC)c([N+](=O)[O-])c1)C1CCCCC1	0	i	-16	-2	3	10	-0.4	-9	-11
c1ccc(OCCCCN2CCCCC2)cc1	-1	i	9	-2	-1	-5	0.6	-1	-2
O=C(CC1CCCCC1)NCc1nc(-c2ccccc2)no1	-1	i	-4	1	7	6	-1.0	-2	5
CCCc1cc(C(=O)Nc2cc(OC)c(Cl)cc2OC)no1	-5	·	5	0	-10	3	-0.1	-2	-5
COC(=O)Nc1nc2ccc(SC(C)C)cc2[nH]1	12	i	-34	3	-6	0	2.3	-3	-15
CCCS(=O)(=O)N1CCN=C1SCc1ccc(F)cc1	-2	i	4	3	7	-2	-0.3	-1	10
COc1ccccc1/C=C/C(=O)NCCC1=CCCCC1	9	i	0	1	0	17	-0.5	-3	-2
CC(NCc1ccc(S(N)(=O)=O)cc1)C(=O)N1c2ccccc2CC1C (centres undefined)	1	i	-14	1	-14	-4	-0.1	-4	-8
O=c1ccc2ccc(Oc3ccc(Cl)cc3[N+](=O)[O-])cc2o1	-2	i	12	-3	-10	24	4.2	-1	1
NC(=O)C1(S(=O)(=O)c2ccccc2)CCCCC1	4	i	-14	1	-1	-7	-2.4	-3	-2
O=C(CSc1nnc2ccccn12)Nc1cccc(S(=O)(=O)N2CCOCC2)c1	4	i	5	-3	1	-13	-1.7	-6	5
CC(C)C[C@H]1CN([C@@H](Cc2ccccc2)CN2CCC[C@@H]2CN2C(=O)C(=O)NC[C@@H]2Cc2ccc(O)cc2)C(=O)C(=O)N1CCc1ccccc1	0	i	-4	5	7	8	-0.3	-3	-3
O=C(c1ccc2c(c1)OCCO2)C1CCN(C(=O)c2ccc(F)c(F)c2)CC1	-2	i	-1	-1	-9	10	-0.2	-8	-7
Cc1nc([N+](=O)[O-])nn1C12CC3CC(CC(Cl)(C3)C1)C2	4	i	8	-2	13	-5	-0.3	-1	-9
C[C@H](CO)N1C[C@H](C)[C@@H](CN(C)S(=O)(=O)c2ccccc2)Oc2c(NC(=O)CCC(F)(F)F)cccc2C1=O	4	i	12	0	-16	-2	-0.6	-6	8
Cc1cc(C(=O)CN2C(=O)NC(c3ccccc3)(c3ccccc3)C2=O)c(C)n1Cc1ccccc1	-9	i	0	-4	-2	4	0.3	-3	-5
Cc1cc(C)n2nc(SCc3ccccc3)nc2n1	-1	i	8	-4	-1	-2	1.1	-8	4
O=C(CS(=O)(=O)c1ccc(F)cc1)N1CCN(c2ccccc2)CC1	3	i	13	-3	0	-5	-0.7	-3	5
CCn1c(=O)cc(C(=O)OC)sc1=Nc1ccc(F)c(F)c1	1	i	9	-3	3	-8	0.8	-1	-4
CN1/C(=C/C2CC(=O)N(c3cccc4ccccc34)C2=O)C(C)(C)c2ccccc21 (centres undefined)	-10	i	20	-2	-54	6	1.0	-1	-22
O=C(COC(=O)c1ccccc1F)c1ccc(-n2nncc2-c2ccco2)cc1	0	i	-14	2	6	-2	0.7	0	-2

(next part)
mol	MT1-MMP act inh	Neddylation inh	SKN-1 inh	Rin1-Abl PPI inh	CendR NRP1 mod	FAS-TE inh	MsrA inh	bovine MsrA act	E coli Lon inh
Cc1cccc(-n2c(CNC(=O)c3ccc(S(=O)(=O)N4CCCC4)cc3)n[nH]c2=S)c1	-1	i	4	0	-13	-6	-1.5	1	1
Cc1oc2cc3oc(=O)c(CCC(=O)N4C[C@H]5C[C@@H](C4)c4cccc(=O)n4C5)c(C)c3cc2c1C	-6	·	-7	-8	3	-9	0.5	-9	3
O=C(Nc1nc(-c2ccccc2Cl)cs1)c1cccnc1	-9	i	3	1	0	0	0.6	4	-8
O=C1c2ccccc2S(=O)(=O)N1CCS(=O)(=O)c1ccc(F)cc1	0	i	9	-1	3	42	0.3	-6	-5
Cc1cc(=O)n2c3ccccc3n(CC(O)CN3CCCCC3)c2c1C#N (centres undefined)	-3	i	2	6	8	-6	3.2	-2	11
Cc1cccc(CN2CCN(C(=O)c3cccc4ccccc34)CC2)c1	-2	i	-7	-3	12	1	1.1	-2	-1
CC(C)(C)OC(=O)N[C@@H](Cc1c[nH]c2ccccc12)c1nnc(SCC(N)=O)o1	3	i	3	0	4	-5	-0.1	-2	-2
CC(=O)Nc1ccc(NC(=O)COc2cccc3c2OC(C)(C)C3)cc1	2	i	1	0	-1	-8	-0.2	-4	-4
COc1cccc(CNC(=O)c2cc(S(=O)(=O)N3CCCCC3)ccc2C)c1	5	i	-3	0	0	4	-0.1	0	3
Cc1ccc(Cl)cc1NC(=O)CN1CCN(S(=O)(=O)N2CCC(C)CC2)CC1	2	i	-4	0	10	10	0.1	-4	-5
Cc1c(C(=O)NNS(=O)(=O)c2ccccc2)sc(=S)n1C	-1	i	10	-3	-1	-6	2.9	-6	-1
CCCCNC(=O)Oc1cccc(N2CCCC2=O)c1	7	i	11	-1	-6	-7	-0.3	-2	-1
CC(C)N1CC(C(=O)Nc2ccc(C#N)cc2)CC1=O (centres undefined)	-2	i	-5	3	-8	-4	-0.5	-2	4

Screening results (PubChem)
